SSB-PriA inh: K. pneumoniae PriA-SSBct interaction inhibition | AlphaScreen SSBct-PriA binding, biotinylated peptide | inhibition, % at 33 µM | hit rate 0.6% among 430,000 | AID 1272365; in the data active = inhibition mostly above about 37%, no sharp cut-off; inactive = mostly below about 20%;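 note: plate controls were negative control peptide for no effect and reference peptide for full effect; strong numbers were not always called active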
An asterisk follows results filed as active; & = joins results of further samples.

Start of the data: the first 7 records, to show the layout:
SMILES | SSB-PriA inh
O=C(CCCC(=O)Nc1ccccc1Br)NN=Cc1c(F)cccc1Cl | -8.1
COc1cccc(C(CNC(=O)Nc2ccc(Cl)cc2)N2CCOCC2)c1 (stereo not given) | 8.0
COCCNC(=O)CSc1nnc(-c2ccc(=O)n(C)c2)n1C | -23.0&13.0
CCc1cc2c(=O)n(Cc3ccco3)c(SCC(=O)c3ccc(OC)cc3)nc2s1 | -26.0
CCOC(=O)c1ccc(NC(=O)c2ccc3ncsc3c2)cc1 | -22.0
Cc1nc(SCc2ccccc2)[nH]c(=O)c1CC(=O)N1CCN(S(C)(=O)=O)CC1 | -5.0
Cc1ccccc1NCC(=O)NN=C/C(Br)=C/c1ccccc1 | 3.9

The listing (from the top)
SMILES | SSB-PriA inh
O=C(CCCC(=O)Nc1ccccc1Br)NN=Cc1c(F)cccc1Cl | -8.1
COc1cccc(C(CNC(=O)Nc2ccc(Cl)cc2)N2CCOCC2)c1 (stereo not given) | 8.0
COCCNC(=O)CSc1nnc(-c2ccc(=O)n(C)c2)n1C | -23.0&13.0
CCc1cc2c(=O)n(Cc3ccco3)c(SCC(=O)c3ccc(OC)cc3)nc2s1 | -26.0
CCOC(=O)c1ccc(NC(=O)c2ccc3ncsc3c2)cc1 | -22.0
Cc1nc(SCc2ccccc2)[nH]c(=O)c1CC(=O)N1CCN(S(C)(=O)=O)CC1 | -5.0
Cc1ccccc1NCC(=O)NN=C/C(Br)=C/c1ccccc1 | 3.9
O=C(C1CCCCC1)N(CCN1CCOCC1)c1nc2ccc(Cl)cc2s1 | -40.0
CCN(CC)C(=O)N1CCN(c2ccc(Cl)c(Cl)c2)CC1 | -20.0&-10.0
Cc1ccccc1NC(=O)c1oc2ccccc2c1C | -21.0

An excerpt of these results, as a markdown table.
| mol | SSB-PriA inh |
| --- | --- |
| O=C(CCCC(=O)Nc1ccccc1Br)NN=Cc1c(F)cccc1Cl | -8.1 |
| COc1cccc(C(CNC(=O)Nc2ccc(Cl)cc2)N2CCOCC2)c1 (stereo not given) | 8.0 |
| COCCNC(=O)CSc1nnc(-c2ccc(=O)n(C)c2)n1C | -23.0&13.0 |
| CCc1cc2c(=O)n(Cc3ccco3)c(SCC(=O)c3ccc(OC)cc3)nc2s1 | -26.0 |

Next section.
SMILES | SSB-PriA inh
Cc1cncnc1N1CCN(C(=O)NC(C)(C)C)CC1 | -7.0
Cc1cc(C(=O)CN2CCCCC2)c(C)n1-c1ccc(Cl)c(Cl)c1 | -9.0
C=Cc1ccc(CSc2nccn3nc(-c4ccc(OCC)cc4)cc23)cc1 | -12.0
O=C(NCc1ccc(OC(F)(F)F)cc1)c1cn[nH]n1 | -8.0
CCOC(=O)c1c(NC(=S)NC(=O)CCCN2C(=O)c3cccc4cccc(c34)C2=O)sc2c1CCCC2 | 0.0
Cn1cc(-c2ccco2)nc1CCNC(=O)C1(c2ccc(Cl)cc2)CCCC1 | 20.0
O=C(c1ccsc1)N1CC(c2nc(-c3ccc[nH]c3=O)no2)C1 | -9.0
O=C(CCSc1ccccc1)N1CCCSCC1CN1CCOCC1 (stereo not given) | 14.0
CCCn1c(=O)c2nscc2n(CC(=O)Nc2ccccc2C(=O)OC)c1=O | 1.0
Cc1ccc(NC(N)=Nc2nc(C)cc(C)n2)cc1 | 11.6
Cc1cc(N2CCN(C(=O)Cc3cccc4ccccc34)CC2)ncn1 | 3.0
O=C(CCc1ccccc1)N1CCc2cc(S(=O)(=O)NC3CCCC3)ccc21 | -10.0
COCc1nc2ccccc2n1C[C@H](O)COc1cc(C)cc(C)c1 | 9.0
Cc1cc(NC(=O)CCCN2C(=O)/C(=C\c3ccco3)SC2=S)no1 | 0.0
Cc1ccc(NC(=O)c2c(NC(=O)C(C)C)sc3ccccc3c2=O)cc1 | -5.0
O=C(CCCN1C(=O)/C(=C2\SC(=S)N(CCCC(=O)Nc3cccc(C(=O)O)c3)C2=O)SC1=S)Nc1cccc(C(=O)O)c1 | -17.0
CC(=O)c1ccc(N2Cc3ccccc3C2=NC(=O)Nc2ccccc2)cc1 | -5.6
COc1ccc(Cl)cc1NC(=S)N1CCN(c2ccccc2)CC1 | 2.0
COc1ccccc1C(=O)Nc1ccc(Cn2cnc(C(=O)Nc3cccc(Cl)c3C)c2)cc1 | -17.0
Cc1nc2c(C)cccc2cc1C(=O)NN=Cc1cccc([N+](=O)[O-])c1 | -3.2
CCOc1ccccc1-c1nc(COC(=O)c2nnn(-c3ccc(OC)c(Cl)c3)c2C)c(C)o1 | -2.0
CCOc1ccccc1C(=O)Nc1ccc(-c2nnc(CC)o2)cc1 | 9.0
O=C(NCc1ccccn1)c1ccc(S(=O)(=O)NC2CCCC2)cc1 | -15.0
CC(C)CNC(=O)Cc1ccc(-n2c(=O)c3ccccc3n(CC(=O)NC3CCCCC3)c2=O)cc1 | -9.0
Cc1ccc(COc2ccc(C=NNC(=O)c3ccc(CN4CCOCC4)cc3)cc2)cc1 | -3.3
CCOc1ccc(S(=O)(=O)NCCn2ncc3c(N4CCCC4)ncnc32)cc1 | -6.0&-5.0
COc1cc(C=NNc2nc3ccccc3[nH]2)cc(OC)c1O | 10.1
CC1=C(C(=O)Nc2ccc(C)cc2C)C(c2ccc(C(F)(F)F)cc2)n2ncnc2N1 (stereo not given) | -7.0
Cc1nnc(SCC(=O)N2CCN(c3nnnn3-c3ccccc3)CC2)s1 | -10.0
COc1cc(C=Nc2ccccc2Cl)ccc1OC(=O)c1ccc(F)cc1 | -7.0
COc1ccc(N2CCN(CCNC(=O)Cc3ccc(F)cc3)CC2)cc1 | -3.0
COc1ccc(O)c(C=NNS(=O)(=O)c2ccc(C)cc2)c1 | -5.7
CCN(CC)c1ccc(N2CCN(S(=O)(=O)c3ccc(F)cc3)CC2)nn1 | -1.0
O=c1c2c(-c3ccc(F)cc3)csc2nc2c3ccccc3c(-c3ccc(F)cc3)nn12 | -8.0
Cc1cc(C(=O)NN=Cc2ccc3c(c2)OCO3)c(C)o1 | -1.4
Cc1cc(CCNC(=O)c2ccc3nsnc3c2)on1 | 2.0
O=C(NCCOc1ccccc1)NC[C@H](O)c1cccs1 | -15.0
CCCn1c2ccccc2c2ccc(/C=C/c3nc4ccccc4s3)cc21 | -16.0
O=C(c1ccc(Br)o1)N1CCC(n2cc(-c3ccccc3)nn2)C1 (stereo not given) | -1.0
CC(=NNC(=O)c1c(Br)c(C)nn1C)c1cccc(NC(=O)c2ccccc2C)c1 | -7.5
COc1ccc(C2=NC3(CCN(S(=O)(=O)c4cccc(Cl)c4)CC3)NC2=O)cc1 | -27.0
CCOc1ccc(-c2noc(CSc3nccn3-c3ccccc3)n2)cc1OC | -8.0
COc1ccc(OC)c(S(=O)(=O)Nc2ccc(CC(=O)N(C)C)cc2)c1 | -14.0
CCS(=O)(=O)NCC1(c2cccs2)CCCC1 | 0.0
CC(=NNC(=O)c1cc(-c2ccncc2)nc2ccccc12)c1ccc(OC(F)F)cc1 | 7.6
CCOCN(C(=O)CSc1nc2c(C)cccc2[nH]1)c1c(C)cccc1CC | 7.0
CCOC(=O)c1ccsc1NC(=O)c1ccc2c(c1)OCCO2 | -12.0
NCc1cc(-c2ccccc2F)on1 | -7.0
O=C(Cc1ccccc1)N1CCC(Oc2cccnn2)CC1 | -5.0
O=C(COc1ccc(Cl)cc1)NCCOc1ccc2nnc(-c3cccc(F)c3)n2n1 | -9.0

(more compounds)
SMILES | SSB-PriA inh
C=CCN1C(=O)C(C)(C)COc2ccc(NC(=O)c3ccccc3C(F)(F)F)cc21 | 21.0
COc1ccc(OC)c2sc(NC(=O)c3cc(C)on3)nc12 | 0.0
O=C(N/N=C\c1cccc(Oc2ccccc2)c1)C12CC3CC(CC(C3)C1)C2 | 19.0
CC(=O)N1CCc2c(sc(NC(=O)c3cc(-c4ccccc4)nc4ccccc34)c2C(N)=O)C1 | -8.0
Cc1ccc(C(O)=C2C(=O)C(=O)N(c3nccs3)[C@@H]2c2ccc(C(C)C)cc2)cc1 | -10.0
COc1ccc(S(=O)(=O)C2CCN(S(=O)(=O)c3cn(C)cn3)CC2)cc1 | -12.0
CN(C)S(=O)(=O)NCC#CCOc1ccccc1C(N)=O | -14.0
CS(=O)(=O)N(CCCCn1c2ccccc2c2ccccc21)Cc1ccco1 | -71.0
CSc1nc2n(n1)[C@@H](c1ccc(C(F)(F)F)cc1)C(C(=O)Nc1ccccc1C)=C(C)N2 | -8.0
c1ccc(CC2CCNC2)cc1 (stereo not given) | 12.0
Cn1c(=NNC(=O)c2ccccc2Cl)sc2ccccc21 | 2.3
Cc1nnc(NC(=O)CCc2csc(NC(=O)c3ccc[nH]c3=O)n2)s1 | 1.0
Cc1nc(C)c(C(=O)NCc2ccccc2-c2ccsc2)s1 | -13.0
O=S(=O)(N=C(Nc1ccccn1)c1ccccc1)c1ccc(Cl)cc1 | -12.8
O=C(NCC1(c2cccs2)CCCC1)c1ccc(F)cc1Cl | -32.0
COc1ccc2nc(-c3ccc(Cl)c(NC(=O)c4cc5ccccc5oc4=O)c3)cn2n1 | -15.0
COc1ccc(S(=O)(=O)N2CCN(CCNC(=O)C(c3ccccc3)c3ccccc3)CC2)cc1 | -2.0
CCn1cc2c(n1)c(=O)n(Cc1ccccc1)c(=O)n2CC(=O)NCc1cccc(OC)c1OC | 6.0
NC(=O)Cn1cc(C=NNC(=O)c2ccc(Cn3cc(Cl)cn3)o2)c(-c2ccccc2)n1 | -6.9
O=C(NCc1cnn2c1CCCC2)c1c(F)cccc1F | -10.0
O=C(COc1ccc(F)cc1)NCC(c1ccsc1)N1CCCCCC1 (stereo not given) | -6.0
Cc1csc(CN2CCN(C(=O)CC(c3ccccc3)c3ccccc3)CC2)n1 | -4.0
CC(O)(CNC(=O)NCc1cccs1)Cc1ccco1 (stereo not given) | -8.0
CCOCC(=O)N1CCC[C@H](Cc2nc(-c3ccccc3C)no2)C1 | -20.0
COc1ccccc1NC(=O)c1ccc(Nc2nc(-c3ccccc3)c3cc(C)ccc3n2)cc1 | -3.0
Cn1cnc(S(=O)(=O)NCCn2ccc(C(F)(F)F)n2)c1 | -28.0
O=C(NCC1CCN(S(=O)(=O)c2cccnc2)CC1)C1COc2ccccc2O1 (stereo not given) | -17.0
O=C(CSc1nc(-c2ccccc2)c2ccccc2n1)Nc1ccc2c(c1)OCO2 | -19.0
O=C(NCc1ccnc(-c2cccs2)c1)NCc1ccc2c(c1)OCO2 | 2.0
O=C(/C=C/c1ccccc1)NCCn1ncc2c(NCCc3ccccc3)ncnc21 | -7.0

Four records drawn at random from those above, as already listed:
SMILES | SSB-PriA inh
COc1ccc(C2=NC3(CCN(S(=O)(=O)c4cccc(Cl)c4)CC3)NC2=O)cc1 | -27.0
CCOc1ccc(-c2noc(CSc3nccn3-c3ccccc3)n2)cc1OC | -8.0
CCOc1ccc(S(=O)(=O)NCCn2ncc3c(N4CCCC4)ncnc32)cc1 | -6.0&-5.0
CC(=NNC(=O)c1cc(-c2ccncc2)nc2ccccc12)c1ccc(OC(F)F)cc1 | 7.6

The list continues.
SMILES | SSB-PriA inh
O=C(NN=CC1C(=O)NC(=S)N(c2ccccc2)C1=O)c1ccc(O)cc1 (stereo not given) | 4.7
COc1ccccc1OCC(=O)Nc1cccc(C(=O)O)c1 | -16.0
Cn1nc(CCC(=O)Nc2ccc(S(C)(=O)=O)cc2)ccc1=O | 6.0
O=C(NCC[C@H](O)c1ccc2c(c1)OCO2)C(=O)NCc1cccs1 | -8.0
CCN1C(=C(O)c2ccccc2)C(=O)c2ccccc2S1(=O)=O | -25.0
O=C(Cn1cnc(-c2ccc(Cl)cc2)cc1=O)Nc1ccncc1 | -3.0
COc1ccc(S(=O)(=O)N2CCOCC2)cc1C(=O)Nc1ccc(-c2nc3ccccc3s2)cc1 | -11.0
Cc1c(C(=O)CN2C(=O)c3ccccc3OC(C(C)C)C2=O)cnn1-c1ccccc1 (stereo not given) | 7.0
O=C(COc1ccc(Cl)cc1)NCc1ccc2[nH]c3c(c2c1)CCCC3 | 20.0
Cc1cccc(C(N)=NOC(=O)c2ccc(F)cc2)c1 | -17.8
CC(=O)Nc1ccc(-n2cc(-c3ccccc3)nc2SCSc2nc(-c3ccccc3)cn2-c2ccc(NC(C)=O)cc2)cc1 | 3.0&15.0
COc1ccc(Cl)cc1NC(=O)Cn1cccn1 | -18.0
COc1ccc(CC(=O)Nc2cccc(C(C)=NNC(=O)c3cccc([N+](=O)[O-])c3)c2)cc1 | -8.8
CCCc1cc(=O)[nH]c(-n2nc(C)cc2NC(=O)COc2ccc(Cl)cc2Cl)n1 | 3.0
O=C(NCCS(=O)(=O)N1CCN(c2ncccn2)CC1)c1cc(Cl)ccc1Cl | -9.0
C=c1nc(N)sc1=C1NNC(=NC)S1 | -15.0
CCOC(=O)CNC(=O)CSc1nnc(C(C)C)c2cnn(-c3ccc(F)cc3)c12 | 3.0
O=C(CSc1nc2ccccc2c(=O)n1CCn1c(SCC(=O)NCCc2ccccc2)nc2ccccc2c1=O)NCCc1ccccc1 | -12.0
Cn1cccc1C(O)CCNS(=O)(=O)c1ccccc1Br (stereo not given) | -6.0
Nc1nonc1-n1nnc(C(=O)NN=Cc2c(Cl)cccc2Cl)c1CN1CCOCC1 | -9.5
COc1ccc(CC(C)=NNC(=O)c2c[nH]c3ccccc23)cc1OC | -2.5
O=C1/C(=C/c2cccs2)Oc2cc(OCc3ccccc3F)ccc21 | -8.0
CCOC(=O)N1CCN(c2ncnc3c2nnn3-c2cccc(F)c2)CC1 | -15.0
O=S(=O)(Nc1nc2ccccc2[nH]1)c1ccc(F)cc1 | -8.0
Cc1ccc(C)c(Cn2cc(SCC(=O)Nc3nccs3)c3ccccc32)c1 | 0.0&10.0
Cc1ccc(NS(=O)(=O)c2n[nH]c(C)c2C(=O)NCc2cccc(C(F)(F)F)c2)cc1 | 0.0
CCn1cc(NC(=O)NCc2ccc3[nH]c(C)cc3c2)c2ccccc21 | 26.0
COC(=O)N1CCC(CNC(=O)C(=O)Nc2cccnc2)CC1 | -14.0
O=C(COc1ccc(Cl)cc1Cl)NCCC(O)c1ccco1 (stereo not given) | -15.0
CSCc1nnc(NC(=O)c2ccc(S(=O)(=O)N3CCC(C)CC3)cc2)o1 | 10.0
O=C(c1cc(-c2cccs2)on1)N1CCCC(c2nnc(-c3ccsc3)o2)C1 (stereo not given) | -6.0
CCNc1nn(CC(=O)Nc2ccccc2OCC)c(N)c1-c1nc(-c2ccccc2C)no1 | -11.0

Source: PubChem

These rows are one share of the data; rates above refer to the full screens.
